# USP2a inhib = qHTS Assay for Inhibitors of Ubiquitin-specific Protease USP2a; Ubiquitin carboxyl-terminal hydrolase 2 (Homo sapiens), O75604; USP2a enzymatic assay, qHTS inhibition; Potency, µM (top dose mostly 38.3 µM), for inactives: at the highest dose activity change, negative = inhibition, most hits filed as inhibitors; 60,000 compounds, 0.1% hits; AID 927, 2007;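 further: potency means the concentration at half of the fitted maximal effect; nearly all actives have a fitted effect of over 60% in size; plate controls were DMSO for no effect and NEM full inhibition control for full effect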
#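 Inhibition is measured in a cell-free coupled assay with 20 nM USP2 core, 20 nM Ub-PLA2 and 20 uM NBD C6-HPC, 2.5 h incubation. Activity normalized to NEM control.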
# HEK293 cAMP ctrl = qHTS Assay for Agonists of the Thyroid Stimulating Hormone Receptor: Activators of Intracellular cAMP Concentrations in Parental HEK 293 | Potency, µM (titrated, usually from 57.1 µM), without a hit: top-dose activation, hits mostly activators | AID 938, 2007 | 73,000 compounds, 2.5% hits | parental HEK293 CNG cAMP sensor, membrane potential fluorescence; further: potency means the concentration at half of the fitted maximal effect; % of control where 0% means no effect; nearly all actives have a fitted effect of over 55% in size
#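 Parental HEK 293 cells stably expressing a modified CNG channel (no TSHR) report cAMP rise as membrane depolarization. Membrane potential dye with 100 uM RO 20-1724 was loaded for 60 min at room temperature, then compound added for 30 min; fluorescence read at 590 nm.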
# Casp1 inh = qHTS Assay for Allosteric/Competitive Inhibitors of Caspase-1; P29466; Caspase-1 enzyme, Ac-WEHD-AFC fluorogenic rate; Potency, µM (highest dose often 57.5 µM), without a hit: at the top dose activity change, negative = inhibition, hits mostly inhibitors; 75,000 compounds, 0.03% hits; AID 900, 2007;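 further: potency means the concentration at half of the fitted maximal effect; plate controls were vehicle for no effect and no substrate for full effect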
# A350 autofl = qHTS Assay for Spectroscopic Profiling in A350 Spectral Region; Compound autofluorescence, 340/450 nm, Alexa 350 dye-equivalents; active compounds read high; max dye-equivalent concentration, M; 59,000 compounds, 11% hits; in the data active means max dye-equivalent concentration above about 10 nM; inconclusive means mostly about 1.1 nM to 9.6 nM
# BRCT PPI green = qHTS Assay for Inhibitors of BRCT-Phosphoprotein Interaction (Green Fluorophore) | BRCA1 BRCT-phosphopeptide binding, green fluorescence polarization | Potency, µM (top dose mostly 76.9 µM), for the others: top-dose activity change, negative = inhibition, most hits filed as inhibitors | 75,000 compounds, 0.05% hits | AID 875, 2007;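 further: potency means the concentration at half of the fitted maximal effect; plate controls were peptide without protein for full effect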
#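 Compounds were incubated for 12 min at room temperature with a complex of 100 nM fluorescein-tagged pBACH1 decapeptide and 250 nM His-tagged BRCT protein. Buffer was phosphate pH 7.3 with EDTA, DTT and Tween 20. Disruption of binding lowers the polarization signal.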
# BRCT PPI red = qHTS Assay for Inhibitors of BRCT-Phosphoprotein Interaction (Red Fluorophore). 75,000 compounds, 0.03% hits. AID 892, 2007. BRCT-phosphopeptide binding, red fluorescence polarization. Potency, µM (highest dose often 76.9 µM), for the others: at the highest dose activity change, negative = inhibition, most hits filed as inhibitors. Breast cancer type 1 susceptibility protein (Homo sapiens), P38398; further: on the % scale 0 is the no-effect control and ±100 the full control effect
#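 Rhodamine-labelled pBACH1 10-mer (100 nM) bound to BRCT domain (100 nM) at pH 7.3; compounds incubated 12 min room temperature, polarization read. Free peptide defines full inhibition; unlabelled decapeptide titrated as control.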
# Texas Red fluor = qHTS Assay for Spectroscopic Profiling in Texas Red Spectral Region | max dye-equivalent concentration, M | 59,000 compounds, 0.06% hits | AID 587, 2007 | Compound fluorescence, Texas Red channel, 547/618 nm; active compounds read high; in the data active means max dye-equivalent concentration above about 10 nM; inconclusive means between about 1.1 nM and that limit
#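 Compound titrations in 100 mM Tris pH 8.0 were incubated 15 min at room temperature and read at 547 nm excitation / 618 nm emission. Texas Red six-point standard curve on each plate converted fluorescence to dye-equivalent concentration.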
# 4-MU autofl = qHTS Assay for Spectroscopic Profiling in 4-MU Spectral Region; compound autofluorescence, 340/450 nm, 4-MU equivalents; active compounds read high; max dye-equivalent concentration, M; 59,000 compounds, 11% hits; AID 589, 2007; in the data active means max dye-equivalent concentration above about 10 nM; inconclusive means mostly about 1.1 nM to 9.6 nM
#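 Compounds in 100 mM Tris, pH 8.0, sat 15 min at room temperature before fluorescence was read at 340 nm excitation/450 nm emission; a per-plate six-point 4-MU standard curve converted signals to dye-equivalent concentration at each compound concentration.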
# Fluorescein autfl = qHTS Assay for Spectroscopic Profiling in Fluorescein Spectral Region; Compound autofluorescence, 480/540 nm, fluorescein-equivalent; active compounds read high; max fluorescein-equivalent concentration, M; 59,000 compounds, 0.91% hits; in the data active means max fluorescein-equivalent concentration above about 10 nM; inconclusive means between about 1.1 nM and that limit
#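 Tris 100 mM pH 8.0; 15 min RT; CCD read, ex 480/em 540 nm. Output: fluorescein-equivalent concentration per compound concentration, from six-point dye series on each plate.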
# Caspase-7 inhib = qHTS Assay for Allosteric/Competitive Inhibitors of Caspase-7 | P55210 | recombinant caspase-7, Ac-DEVD-AFC fluorescence rate | Potency, µM (doses to about 57.5 µM), without a hit: at the top dose activity change, negative = inhibition, hits mostly inhibitors | 75,000 compounds, 0.02% hits; active means well fitted inhibition curve with a large enough effect in the main read-out, with a control signal flat, not every such curve was filed as active; inconclusive means small, poorly fitted or top-dose-only effect, or a change in a side signal; further: potency means the concentration at half of the fitted maximal effect; % of control where 0% means no effect
# Rhodamine autofl = qHTS Assay for Spectroscopic Profiling in Rhodamine Spectral Region. 59,000 compounds, 0.05% hits. Rhodamine-region fluorescence, 547/598 nm, Tris buffer; active compounds read high. max dye-equivalent concentration, M. AID 594, 2007; in the data active means max dye-equivalent concentration above about 11 nM; inconclusive means between about 1.1 nM and that limit
#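 Steps: pin-transfer compounds into pH 8.0 Tris (100 mM), hold 15 min at room temperature, image with a 547/598 nm filter pair, and convert intensities to rhodamine-equivalent concentration using a six-point on-plate rhodamine series.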
# An asterisk follows results filed as active; i = inactive; ? = inconclusive; · = not tested or not shown; [ ] = another dose, or the depositor's remark. Unless noted, the call rests on the fitted dose curve; in most records, active means well fitted curve in the direction sought with a large enough effect; inconclusive means small, poorly fitted or top-dose-only effect, or another doubt; inactive means no such curve, though single readings can be large; an effect the other way counts as inactive or inconclusive.
SMILES,USP2a inhib,HEK293 cAMP ctrl,Casp1 inh,A350 autofl,BRCT PPI green,BRCT PPI red,Texas Red fluor,4-MU autofl,Fluorescein autfl,Caspase-7 inhib,Rhodamine autofl
CCOC(=O)c1sc(NC(C)=O)cc1C,·,0.6%,1.5%,·,3.9%,1.3%,·,·,·,-0.8%,·
Cc1ccc(-c2nn3c(C)nnc3s2)cc1NC(=O)c1ccc(OC(C)C)cc1,·,?,-2.9%,·,-0.5%,-1.4%,·,·,·,-3.2%,·
COc1ccc(N2CCN(C(=O)C3CCCN(S(=O)(=O)c4cccc5cccnc45)C3)CC2)cc1 (stereo unspecified),·,3.1%,-0.7%,·,-1.7%,0.4%,·,·,·,-1.9%,·
CCc1ccccc1NC(=O)c1cnc2scc(C)n2c1=O,·,3.5%,-7.3%,·,0.9%,-1.6%,·,·,·,-1.4%,·
O=C(Nc1ccc(N2CCN(Cc3ccccc3Cl)CC2)cc1)c1cccnc1,19.8%,-10.0%,-7.5%,?,-1.2%,-1.0%,i,?,?,-1.1%,i
Cc1cccc(N(CC(=O)NC2CCCC2)C(=O)CCCC(=O)Nc2ccccn2)c1,·,19.4%,-1.1%,i,-1.0%,0.4%,i,i,i,1.2%,i
C=CCNC(=O)CN(c1ccc(F)cc1)S(=O)(=O)c1ccc(OC)cc1,5.4%,9.6%,0.0%,i,1.1%,0.3%,i,i,i,-1.3%,i
CO/N=C(/C(=O)N[C@H]1C(=O)N2C(C(=O)O)=C(COC(C)=O)CSC12)c1csc(N)n1 (stereo partly specified),-13.0%,·,-5.5%,·,-2.2%[3.08 µM],-11.2%,·,·,·,-5.7%,·
CCc1c(O)nc(SCC(=O)N2CCCCC2)n(-c2ccccc2C)c1=O,-8.8%,1.8%,-3.3%,·,-0.9%,0.7%,·,·,·,0.6%,·
O=c1c(-c2ccccc2)coc2cc(O)cc(O)c12,?,·,0.5%,·,-1.4%[3.08 µM],?,·,·,·,1.7%,·
CC1CCN(CCCNC(=O)C2CCN(S(=O)(=O)N3CCCCC3)CC2)CC1,-5.0%,11.6%,-2.1%,i,-4.1%,-0.7%,i,i,i,0.7%,i
O=C(c1cccc(Cl)c1)N1CCN(C(=O)c2ccccc2F)CC1,·,·,·,?,·,·,i,?,i,·,i
CN(C)CCNc1nc(-c2ccco2)c2c(c1C#N)CC(C)(C)OC2,·,·,·,5.64e-07M*,·,·,i,4.94e-07M*,i,·,i
CCC(=O)c1ccc(OCC(=O)N2CCc3cc(OC)c(OC)cc3C2)cc1,12.7%,8.4%,-0.4%,i,0.4%,0.0%,i,i,?,0.4%,i
COc1ccc(Br)cc1S(=O)(=O)N1CCOCC1,2.6%,13.3%,0.1%,i,1.4%,-0.2%,i,i,i,-0.1%,i
CCOc1ccc(OCC)c(S(=O)(=O)N2CCCCC2C)c1 (stereo unspecified),8.5%,6.1%,2.7%,i,-3.7%,1.0%,i,i,?,-1.5%,i
O=C(Nn1cnnc1)c1csc2ccccc12,1.0%,19.5%,0.3%,i,1.6%,-0.8%,i,i,i,0.6%,i
O=S(=O)(c1cccs1)N1CCN(C/C=C/c2ccccc2)CC1,4.3%,15.8%,-1.2%,?,3.9%,-1.6%,i,i,?,-2.4%,i
CCOc1ccc(CCNC(=O)CCn2cccc2)cc1OCC,·,2.3%,-1.0%,·,-1.3%,-1.4%,·,·,·,-1.7%,·
COc1ccc(-n2c(SCC(=O)Nc3nccs3)nc3c(c2=O)SCC3)cc1,·,10.0%,2.3%,·,1.7%,2.3%,·,·,·,-2.9%,·
COc1ccc(-c2nnc(CSc3nc4ccccc4c(=O)n3C)o2)cc1OC,5.6%,25.1µM*,-0.7%,i,1.1%,-0.3%,i,i,?,6.5%,i
N#CC(C(=O)NCCc1ccccc1)c1nc2ccccc2nc1N1CCOCC1 (stereo unspecified),9.0%,14.6%,-5.7%,i,20.4%,0.8%,i,i,?,-4.3%,i
CCOc1ccc(CNC(=O)C2CC(=O)N(C3CCCC3)C2)cc1OC (stereo unspecified),9.1%,0.1%,2.0%,i,0.1%,1.1%,i,i,i,2.0%,i
COc1ccc(S(=O)(=O)NCC(c2cccnc2)N2CCN(c3ccc(F)cc3)CC2)cc1C (stereo unspecified),28.0%,-1.8%,-4.0%,i,1.0%,1.1%,i,i,i,-0.9%,i
Cc1ccc(C2=Nc3ccccc3NC(C)(c3ccc(C)o3)C2)o1 (stereo unspecified),6.6%,7.7%,0.0%,5.31e-08M*,10.6%,3.0%,i,5.26e-08M*,?,-4.9%,i
# Going on with the list.
SMILES,USP2a inhib,HEK293 cAMP ctrl,Casp1 inh,A350 autofl,BRCT PPI green,BRCT PPI red,Texas Red fluor,4-MU autofl,Fluorescein autfl,Caspase-7 inhib,Rhodamine autofl
COCCn1cnnc1SCC(=O)c1ccc(S(=O)(=O)N2CCCC2)cc1,16.1%,-1.4%,-8.9%,1.75e-08M*,0.2%,-2.0%,i,1.19e-08M*,i,-5.5%,i
Cc1ccc(S(=O)(=O)N(Cc2nccn2C)C(C)C)cc1,1.1%,24.7%,-2.2%,i,0.8%,-0.4%,?,i,?,-0.2%,i
Cc1cnc(CNc2nc(-c3ccccc3C(F)(F)F)nc3ccccc23)cn1,27.1%,10.3%,-2.0%,i,0.4%,-0.3%,i,i,?,-2.0%,i
CN1/C(=C\C(=O)c2ccco2)c2ccccc2CC1(C)C,8.9%,17.7%,-2.6%,i,-0.6%,1.2%,?,i,i,-1.5%,i
CCC(=O)N(Cc1cc2cc(OC)ccc2[nH]c1=O)c1ccc(C)cc1C,28.1%,31.6µM*,0.4%,1.77e-07M*,4.0%,2.2%,i,1.97e-07M*,i,-2.7%,i
CCN(CC)C(=O)C(C)N(C#N)c1nc(SC)nc(N(C)C)n1 (stereo unspecified),-6.9%,-0.2%,1.6%,i,-1.9%,2.1%,i,i,i,-0.5%,i
N#CC1=C(N)Oc2n[nH]c(-c3ccc(F)cc3)c2C1c1cccc(OC(=O)N2CCOCC2)c1 (stereo unspecified),41.1%[activator],0.2%,-0.4%,i,0.1%,0.3%,i,i,i,1.8%,i
CC(=O)c1cccc(NC(=O)Nc2cccs2)c1,·,14.2%,-5.0%,·,1.7%,-1.5%,·,·,·,-15.9%,·
CC(C)(C)C1CCc2nc(NC(=O)Cc3cn4ccsc4n3)sc2C1 (stereo unspecified),17.5%,-3.3%,-7.9%,i,1.6%,-1.0%,i,i,i,-12.8%,i
CCOC(=O)CSc1nc(N)cc(=O)[nH]1,4.8%,4.4%,1.2%,i,0.2%,-0.4%,i,i,i,0.8%,i
O=c1n(-c2ccccc2)c(=O)n(Cc2ccccn2)n1Cc1ccccn1,-6.8%,1.7%,-1.0%,i,-0.9%,-0.4%,i,i,i,-1.5%,i
CC(Nc1cc(=O)n(C)c(=O)[nH]1)c1ccccc1 (stereo unspecified),-0.4%,1.2%,-2.0%,?,-1.7%,0.1%,i,?,?,1.7%,i
CCC(=O)Nc1ccc(S(=O)(=O)c2ccc(NC(=O)CC)cc2)cc1,0.7%,-6.2%,-0.6%,i,2.5%,-1.4%,?,i,i,-1.8%,i
c1cncc(-c2nnc(SCc3nc4ccccc4[nH]3)o2)c1,8.0%,3.0%,-1.5%,?,4.3%,-3.1%,?,?,?,-4.0%,i
Nc1ncnc2c([C@@H]3O[C@@H](CO)[C@H](O)[C@@H]3O)nsc12,·,-4.9%[11.4 µM],-1.8%[11.5 µM],i,0.3%[15.4 µM],-0.5%[15.4 µM],i,i,?,0.6%[11.5 µM],i
CC(C)(C)N(Cc1ccccc1)C(=O)c1ccc2c(c1)OCCO2,2.1%,?,-6.7%,?,0.3%,0.4%,?,?,?,-7.0%,i
c1cc(CSc2nnc(-c3ccc4c(c3)OCO4)o2)ccn1,?,21.2%,-0.6%,i,-0.8%,0.7%,i,i,?,0.0%,i
COc1ccc(C2N=C(Nc3ccc(C)cc3)Nc3nc(C)cc(=O)n32)cc1 (stereo unspecified),36.2%[activator],12.4%,-3.6%,i,0.7%,-0.6%,?,i,i,-2.9%,i
O=C(NC1=NCCS1)C1CC(=O)N(c2ccccc2)C1 (stereo unspecified),0.0%,5.6%,1.9%,i,-3.5%,0.3%,i,i,i,0.8%,i
CCOC(=O)Cn1nnnc1C(CC)N(Cc1cccs1)Cc1cc2ccc(OC)cc2[nH]c1=O (stereo unspecified),24.9%,23.7%,-2.8%,i,-0.7%,0.1%,i,i,i,-5.9%,i
COC(=O)[C@@H]1C2CCC(C(=O)Nc3ccccc3)(CC2)[C@@H]1C(=O)OC,0.8%,3.0%,0.6%,?,-3.4%,-0.8%,?,i,?,-0.6%,i

# Screening data deposited in PubChem BioAssay by National Center for Advancing Translational Sciences (NCATS).

# The list is partial (hit frequency here may not be typical).
